Source: PubChem
Vif-APOBEC3F blk: qHTS for Inhibitors of Vif-A3F Interactions: qHTS; hit rate 0.2% among 390,000; HeLa A3F-eYFP + Vif (tagged APOBEC3F with the HIV-1 protein that degrades it), YFP fluorescence increase; Potency, µM (titrated, usually from 46.1 µM), inactives show at the top dose activity, negative = active; AID 602313, 2012; also: potency is read from the fitted curve at half-maximal effect; % of control where 0% means no effect; nearly all actives have a fitted effect of over 65% in size
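HeLa cells stably expressing A3F-eYFP plus Vif, plated and incubated overnight at 37 deg C, then exposed to compounds overnight at 37 deg C. Blocked degradation read as raised yellow fluorescence (Ex 488/Em 500-530).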
Glioma ERSR ind: qHTS for Inducers of the Endoplasmic Reticulum Stress Response (ERSR) in Human Glioma: qHTS; U87-MG GRP78 promoter luciferase reporter, 16 h; Potency, µM, without a hit: at the top dose activation, actives largely listed as activators; hit rate 0.02% among 420,000; also: potency is read from the fitted curve at half-maximal effect; series mostly up to about 76 µM; % of control where 0% means no effect; nearly all actives have a fitted effect of over 35% in size
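ERSR induction read as luciferase luminescence (Bright-Glo, 10 min at room temperature) in stably transfected human U87-MG glioma cells exposed to compounds for 16 h, using GRP78 as sensor.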
D1 antag: Antagonist of Human D 1 Dopamine Receptor: qHTS. HEK293 TREx D1 cells, calcium flux, dopamine EC80; hits give low values. hit rate 3.2% among 360,000. AID 504652, 2011. D(1A) dopamine receptor (Homo sapiens), P21728. activity change, negative = inhibition, % at 10 µM; in the data active = activity change below about -30%; also: % is scaled to controls: 0 for no effect and ±100 for the full control effect
Target sequence (P21728 whole entry, looked up): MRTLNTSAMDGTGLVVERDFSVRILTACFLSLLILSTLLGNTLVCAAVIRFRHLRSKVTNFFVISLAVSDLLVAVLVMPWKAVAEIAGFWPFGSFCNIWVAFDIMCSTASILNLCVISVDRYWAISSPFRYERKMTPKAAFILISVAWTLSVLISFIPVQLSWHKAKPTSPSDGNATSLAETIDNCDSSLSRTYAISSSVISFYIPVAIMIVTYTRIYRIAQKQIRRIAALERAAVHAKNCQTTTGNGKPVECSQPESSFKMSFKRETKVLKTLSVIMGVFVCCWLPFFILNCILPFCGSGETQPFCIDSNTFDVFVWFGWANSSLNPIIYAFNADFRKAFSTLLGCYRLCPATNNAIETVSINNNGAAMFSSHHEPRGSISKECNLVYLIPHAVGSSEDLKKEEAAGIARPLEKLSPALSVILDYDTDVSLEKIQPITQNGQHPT
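Kinetic fluorescence of a calcium dye serves as the read-out. D1-expressing Hek293 Trex cells, induced overnight at 30 C, are exposed to compound for 180 s before an EC80 dopamine addition, then read 180 s further.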
D1 ag: Allosteric Agonists of the Human D1 Dopamine Receptor: qHTS | D(1A) dopamine receptor (Homo sapiens), P21728 | HEK293 T-REx D1 cells, calcium flux, agonist mode | activation, % at 2 µM | hit rate 1% among 360,000; in the data active = activation above about 30%; also: 0% is about no effect
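Inducible HEK293 T-REx D1 cells, force-coupled to calcium signalling, were plated at 4000 cells/well with tetracycline and held overnight at 30 C. After no-wash calcium dye loading, compound-evoked calcium rise over 180 s flagged agonists.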
RXFP1 antagonist: qHTS Assay for Antagonists of the Relaxin Receptor RXFP1 | Relaxin receptor 1 (Homo sapiens), Q9HBX9 | HEK293-RXFP1, relaxin-stimulated cAMP HTRF, 30 min; hits give low values | activity change, negative = inhibition, % at 57.5 µM | hit rate 0.59% among 350,000;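 active = activity change of -60% or lower, but not beyond a set lower limit; inconclusive = change between -60% and -40%, or beyond the set limit; inactive = change above -40%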; also: % is scaled to controls: 0 for no effect and ±100 for the full control effect
Vif-APOBEC3G blk: qHTS for Inhibitors of Vif-A3G Interactions: qHTS | AID 602310, 2012 | Potency, µM (series often up to 46.1 µM), inactives show at the highest dose activity, negative = active, actives largely listed as inhibitors | HeLa A3G-eYFP + Vif (tagged APOBEC3G with the HIV-1 protein that degrades it), YFP fluorescence, overnight | hit rate 0.076% among 410,000 | DNA dC->dU-editing enzyme APOBEC-3G (Homo sapiens), Q9HC16;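 also: potency is read from the fitted curve at half-maximal effect; % is scaled to controls: 0 for no effect and ±100 for the full control effect; nearly all actives have a fitted effect of over 60% in size; hits raise eYFP signal because A3G escapes Vif-driven loss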
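HeLa cells stably expressing Vif and C-terminally eYFP-tagged A3G, seeded overnight at 37 deg C, then exposed to compound by pintool overnight at 37 deg C. Rise in yellow fluorescence (Ex 488/Em 500-530, Acumen) marks blocked Vif-driven A3G degradation.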
D1 PAM: Potentiators of Human D1 Dopamine Receptor: qHTS; D(1A) dopamine receptor (Homo sapiens), P21728; HEK293 TREx D1 cells, calcium flux, dopamine EC20 potentiation; potentiation, % at 10 µM; hit rate 0.036% among 360,000; AID 504651, 2011; in the data active = potentiation above about 30%; also: 0% is about no effect
RXFP1 ag: qHTS Assay for Agonists of the Relaxin Receptor RXFP1; Relaxin receptor 1 (Homo sapiens), Q9HBX9; Potency, µM (highest dose often 57.5 µM), inactives show at the top dose activation, actives largely listed as activators; HEK293T-RXFP1 cAMP TR-FRET, 30 min; response scale: percent of porcine relaxin response, buffer zero; hit rate 0.3% among 370,000; also: potency is read from the fitted curve at half-maximal effect; % is scaled to controls: 0 for no effect and ±100 for the full control effect; nearly all actives have a fitted effect of over 60% in size; many of its hits are not listed in these tables
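HEK293T cells stably expressing RXFP1 were pretreated with the PDE4 inhibitor Ro 20174, exposed to compounds for 30 min at 37C, lysed, and cAMP was read by TR-FRET. Data normalized to buffer (basal) and 29 nM porcine relaxin (100%).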
D2 potentiator: HTS Assay for Positive Allosteric Modulators of the Human D2 Dopamine Receptor: Primary Screen for Potentiators. D(2) dopamine receptor (Homo sapiens), P14416. HEK293 T-REx D2, calcium flux, EC20 dopamine potentiation. potentiation, % at 10 µM. hit rate 0.34% among 340,000. AID 485347, 2010;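 active = potentiation over 3 SD above the plate norm, cut at about 30% in these data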; also: 0% is about no effect
Target sequence (P14416 whole entry, looked up): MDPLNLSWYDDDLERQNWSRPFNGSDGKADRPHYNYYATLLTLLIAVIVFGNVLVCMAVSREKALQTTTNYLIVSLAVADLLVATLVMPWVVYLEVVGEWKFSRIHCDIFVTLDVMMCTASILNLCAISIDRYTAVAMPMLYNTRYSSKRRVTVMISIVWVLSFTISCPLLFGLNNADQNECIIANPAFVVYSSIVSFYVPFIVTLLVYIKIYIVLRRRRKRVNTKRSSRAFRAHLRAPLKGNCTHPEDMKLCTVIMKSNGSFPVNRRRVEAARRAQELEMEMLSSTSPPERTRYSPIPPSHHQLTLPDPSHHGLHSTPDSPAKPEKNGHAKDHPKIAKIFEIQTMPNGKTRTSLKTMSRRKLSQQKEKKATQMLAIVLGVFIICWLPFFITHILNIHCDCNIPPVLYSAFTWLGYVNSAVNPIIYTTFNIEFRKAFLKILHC
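Primary screen. Calcium kinetics in induced HEK293 T-REx D2 cells: compound pre-addition 180 s, EC20 dopamine, 180 s more.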
* = called active by the depositor; ? = inconclusive; nt = not tested or not shown. Unless noted, calls follow the shape of the dose curve; as a rule, active = well fitted curve in the direction sought with a large enough effect; inconclusive = small, poorly fitted or top-dose-only effect, or another doubt; inactive = no such curve, though single readings can be large; an effect the other way counts as inactive or inconclusive.

1. O=C(NCCCN1CCCC1)c1ccc2c(c1)N(Cc1cccc(Cl)c1)C(=O)c1ccccc1S2(=O)=O
2. CC(C)N(Cc1ccccc1)C(=O)c1cccs1
3. CNc1nc(Cl)nc(NC(C)(C)C)n1
4. CCOC(=O)c1c2ccccc2[n+]([O-])n1CCO
5. C/C(=N\O)C(=O)NCc1ccccn1
6. O=C(COc1ccccc1F)Nc1ccc2c(c1)OCCO2
7. COc1ccc(/C=C/C(=O)c2cc(Cl)ccc2O)c(OC)c1
8. Cc1c(C(=O)NCC2CCCO2)oc2ccccc12 (configuration not stated)

assay / entry | 1 | 2 | 3 | 4 | 5 | 6 | 7 | 8
Vif-APOBEC3F blk | -3% | -8% | nt | 0% | -13% | ? | -5% | 2%
Glioma ERSR ind | -5% | -3% | ? | -3% | 0% | -3% | 10% | 1%
D1 antag | nt | -2 | nt | 3 | -7 | 2 | 1 | -31*
D1 ag | nt | -1 | nt | 5 | 3 | 21 | 5 | 0
RXFP1 antagonist | 1 | 10 | -8 | nt | -7 | -10 | -21 | 4
Vif-APOBEC3G blk | 7% | 0% | -7% | 1% | -5% | 1% | -1% | -2%
D1 PAM | nt | -3 | nt | -1 | 0 | nt | 8 | nt
RXFP1 ag | nt | -1.9% | 0.3% | 0.7% | 0.2% | 2.1% | -0.5% | 1.9%
D2 potentiator | nt | 10 | nt | 6 | -5 | 6 | 0 | 1

9. CN(CC(=O)Nc1ccccc1Cl)C(=O)COC(=O)Cc1c(F)cccc1Cl
10. COc1nnc(-c2ccc(N3CCOCC3)c(NC(C)=O)c2)c2ccccc12
11. COc1ccc(C(=O)n2nc(-c3ccccc3)nc2N)cc1OC
12. CN1CC(=O)N2C(c3cccc([N+](=O)[O-])c3)c3[nH]c4ccccc4c3C[C@H]2C1=O (some centres not stated)
13. Cn1nccc1C(=O)Oc1ccc(/C=N/NC(=O)c2ccccc2O)cc1
14. O=C(Cc1ccc(Cl)cc1)NC1CCCCCC1
15. CN(CC1COc2ccccc2O1)C(=O)CSc1ncnc2sccc12 (configuration not stated)
16. Cc1ccc(Nc2nnc(SC(C)C(=O)NC3CC3)s2)cc1 (configuration not stated)

assay / entry | 9 | 10 | 11 | 12 | 13 | 14 | 15 | 16
Vif-APOBEC3F blk | -6% | -7% | -5% | 2% | 5% | -6% | 4% | -7%
Glioma ERSR ind | -2% | -3% | -5% | -3% | 5% | 9% | 0% | 0%
D1 antag | -8 | 6 | -34* | -5 | -4 | 6 | 18 | -7
D1 ag | 0 | -1 | 1 | 6 | 2 | 5 | 1 | 1
RXFP1 antagonist | -7 | -4 | -10 | 4 | -10 | -10 | -18 | -7
Vif-APOBEC3G blk | 3% | -5% | -18% | 5% | -2% | -4% | 5% | -3%
D1 PAM | 1 | -4 | 1 | -5 | 0 | 1 | 1 | nt
RXFP1 ag | 13µM* | 2.9% | 4.9% | 5.4% | 1.7% | -0.2% | 1.2% | 1.5%
D2 potentiator | 8 | 0 | 0 | 14 | 1 | -4 | -6 | 6

17. CC(=O)c1cccc(N(C(=O)c2ccco2)C(C(=O)NC2CCCCC2)c2ccc(C)o2)c1 (configuration not stated)
18. O=C(COc1cccc2cccnc12)N/N=C1\SCC(=O)N1Cc1ccccc1
19. CCCNC(=O)C(C)n1c2ccccc2c2nc(=O)cc(C)n21 (configuration not stated)
20. COc1cc(OC)c(N(C)S(=O)(=O)c2cccc(C(=O)OCC(=O)NCc3ccco3)c2)cc1Cl
21. C[C@@H]1C=C(C(=O)O)O[C@H](OCc2ccc(CO)cc2)C1
22. COC(=O)C1CCN(C(=O)COC(=O)Cn2cnnn2)CC1
23. c1cncc(-c2nc(NCCCN3CCOCC3)c3c4c(sc3n2)CCC4)c1
24. Oc1ccc(Cl)cc1Nc1nc2ccccc2n2cnnc12

assay / entry | 17 | 18 | 19 | 20 | 21 | 22 | 23 | 24
Vif-APOBEC3F blk | -11% | 0% | nt | 10% | 1% | 5% | -16% | -1%
Glioma ERSR ind | -4% | -3% | nt | -5% | -5% | -3% | 0% | 1%
D1 antag | -16 | 7 | 4 | -3 | -13 | -3 | -10 | 0
D1 ag | 0 | 1 | 0 | 5 | -5 | 3 | 1 | 0
RXFP1 antagonist | 0 | 3 | nt | -2 | nt | -3 | -5 | nt
Vif-APOBEC3G blk | 0% | 2% | nt | -14% | -1% | 3% | 4% | -2%
D1 PAM | 2 | -7 | -3 | -4 | 5 | 0 | -5 | -3
RXFP1 ag | 1.2% | 1.5% | 0.0% | 2.2% | 1.1% | 0.4% | 24% | -0.5%
D2 potentiator | 17 | 3 | -3 | 17 | -1 | -8 | -9 | -9

Further structures.
entry	molecule	Vif-APOBEC3F blk	Glioma ERSR ind	D1 antag	D1 ag	RXFP1 antagonist	Vif-APOBEC3G blk	D1 PAM	RXFP1 ag	D2 potentiator
25	Cc1nnc(Nc2ccc3c(c2)OCO3)c2ccccc12	0%	-1%	1	-1	-8	1%	-7	0.9%	1
26	CN(C)CCn1c(=O)n(-c2cccc(Cl)c2)c(=O)c2c3c(sc21)CCCCC3	4%	-4%	5	3	-21	4%	-1	-1.7%	-4
27	CN(C)CCCOC(=O)COc1ccc(C(C)(C)C)cc1	?	-2%	-17	9	-6	0%	-5	0.4%	1
28	CC(CN1CCCC1)C(=O)NN (configuration not stated)	-3%	1%	11	0	4	-2%	1	0.0%	-23
29	COc1ccc(C(=O)Nc2ccc(-n3nncc3C(C)(C)C)cc2)cc1	-9%	0%	-4	10	-18	-8%	-1	-2.7%	6
30	N#Cc1ccc(C23CC4(C2)[C@H](CN(Cc2ccc(-c5ccccc5)cc2)[C@@H]4c2ccccc2)C3c2ccccc2)cc1 (some centres not stated)	-7%	-5%	15	3	nt	-3%	0	1.2%	-5
31	COc1cccc(-c2nc(N3CCCC3)c3ccccc3n2)c1O	5%	-1%	4	2	-20	-2%	-2	0.0%	19
32	COc1cc(C(=O)NNC(=O)c2cccc(Cl)c2)ccc1OCC(=O)N1CCOCC1	-2%	-1%	25	2	-8	0%	-6	-0.7%	3
33	Cc1c(CNCCC2=CCCCC2)c(C(=O)O)c(C)n1Cc1ccccc1	-2%	-3%	-1	1	-5	0%	0	2.0%	5
34	Cc1ccc(CNC(=O)C(=O)NCC2OCCN2C(=O)c2ccc3c(c2)OCO3)cc1 (configuration not stated)	0%	-3%	-10	2	-4	-3%	1	2.4%	1
35	O=C(NCc1ccccc1F)C1CCN(C(=O)c2sccc2-n2cccc2)CC1	-2%	-4%	1	1	14	1%	-4	2.6%	-4
36	O=C(CCn1c(=O)c2ccccc2n(Cc2ccc(F)cc2Cl)c1=O)NCc1ccc2c(c1)OCO2	-6%	6%	14	0	nt	-1%	4	4.1%	14
37	COc1cc(C2C3C(=O)N(Cc4ccccc4)C(=O)C3ON2c2ccccc2)cc(OC)c1O (configuration not stated)	-3%	-5%	2	4	-11	1%	1	0.1%	0
38	Cc1ccc(-n2nnc(-c3cc4ccccc4nc3Cl)n2)cc1	1%	1%	-7	-3	nt	-1%	3	11%	-1
39	CCCCNC(=O)C1c2ccccc2Oc2ccccc21	0%	0%	-1	1	3	2%	1	1.8%	8
40	Cc1ccc(S(N)(=O)=O)cc1NC(=O)c1ccc2c3c(cccc13)CC2	1%	-2%	-3	3	10	0%	-4	4.8%	-2
41	Fc1ccc(-c2cnc3n2CCCCC3)cc1	4%	-3%	0	9	-7	-1%	-3	2.2%	8
42	Cc1[nH]c2ccccc2c1C(=O)NS(=O)(=O)Nc1ccc(F)cc1	11%	2%	-1	1	-1	-1%	-2	-1.8%	5
43	CCOC(=O)C(C(C)=O)=C1SC2CS(=O)(=O)CC2S1 (configuration not stated)	-7%	-1%	-2	2	-19	-4%	-8	-0.9%	-6
44	COc1ccccc1-c1n[nH]nc1C1=CC(=O)CC(C)(C)C1	2%	0%	nt	nt	5	-5%	nt	nt	nt
45	COCCN1C(=O)/C(=C/c2ccc(N3CCCC3)cc2C)SC1=S	?	-5%	-9	224*	-6	?	4	-0.7%	3
46	O=C(CCCN1C(=O)c2ccccc2C1=O)Nc1ccc(Br)cn1	-7%	-4%	-13	0	-12	-2%	1	2.3%	-3
47	O=C1C(c2cccc(Br)c2)N(CCc2ccccc2)C(=O)CN1C1CCCCC1 (configuration not stated)	2%	-3%	-33*	-2	-10	5%	-1	-0.1%	-6

An excerpt from above, reduced to D2 potentiator, Vif-APOBEC3F blk and D1 antag.
| entry | structure | D2 potentiator | Vif-APOBEC3F blk | D1 antag |
| --- | --- | --- | --- | --- |
| 33 | Cc1c(CNCCC2=CCCCC2)c(C(=O)O)c(C)n1Cc1ccccc1 | 5 | -2% | -1 |
| 34 | Cc1ccc(CNC(=O)C(=O)NCC2OCCN2C(=O)c2ccc3c(c2)OCO3)cc1 (configuration not stated) | 1 | 0% | -10 |
| 35 | O=C(NCc1ccccc1F)C1CCN(C(=O)c2sccc2-n2cccc2)CC1 | -4 | -2% | 1 |
| 36 | O=C(CCn1c(=O)c2ccccc2n(Cc2ccc(F)cc2Cl)c1=O)NCc1ccc2c(c1)OCO2 | 14 | -6% | 14 |

Not all compounds are listed; rates above refer to the full screens.
